# Compound activity deposited in PubChem by National Center for Advancing Translational Sciences (NCATS).
# D1 antag = blocks dopamine activation of the human D1 receptor; 3.2% of 360,000 active; HEK293 TREx D1 cells, calcium flux, dopamine EC80; active compounds read low; P21728; AID 504652; activity change, negative = inhibition, % at 10 µM; in the data active = activity change below about -30%; also: % is scaled to controls: 0 for no effect and ±100 for the full control effect
#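 Tetracycline-induced HEK293 T-REx cells with force-coupled D1 receptor were loaded with a no-wash calcium dye. Compound was added after a 10 s baseline and read kinetically for 180 s; EC80 dopamine was then added and calcium flux followed another 180 s.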
# D2 potentiator = positively modulates the human D2 dopamine receptor allosterically | potentiation, % at 10 µM | 0.34% of 340,000 active | HEK293 T-REx D2, calcium flux, EC20 dopamine potentiation | AID 485347;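 active = potentiation over 3 SD above the plate norm, cut at about 30% in these data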; also: 0% is about no effect
#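 Potentiation of an EC20 dopamine calcium response measured kinetically over 180 s, after a preceding 180 s compound-only read flagging agonists. Cells: inducible Hek293 Trex D2 line, 4000/well, cultured overnight at 30 C before dye loading.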
# LDHA inh = LDHA (human) enzyme inhibition; P00338; activity change, % (values are at about 110 or 230 µM); purified LDHA, NADH/diaphorase-resazurin fluorescence; active compounds read low; AID 1347041; 0.15% of 480,000 active; in the data active = activity change below about -30%;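 also: plate controls were DMSO wells for no effect and wells without enzyme for full effect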
#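 Remaining NADH was detected by diaphorase (0.133 mg/mL) converting 37 µM resazurin to fluorescent resorufin, read at 0 and 20 minutes. The preceding 5-minute room-temperature reaction used 2 nM LDHA, 0.2 mM sodium pyruvate and 0.06 mM NADH at pH 7.4.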
# RXFP1 ag = RXFP1 (human) receptor agonism; Q9HBX9; HEK293T-RXFP1 cAMP TR-FRET, 30 min; response scale: percent of porcine relaxin response, buffer zero; Potency, µM (doses to about 57.5 µM), inactives show at the highest dose activation, hits mostly activators; 0.3% of 370,000 active; also: potency is read from the fitted curve at half-maximal effect; % is scaled to controls: 0 for no effect and ±100 for the full control effect; nearly all actives have a fitted effect of over 60% in size; many of its hits are not listed in these tables
# Target sequence (Q9HBX9 whole entry, looked up): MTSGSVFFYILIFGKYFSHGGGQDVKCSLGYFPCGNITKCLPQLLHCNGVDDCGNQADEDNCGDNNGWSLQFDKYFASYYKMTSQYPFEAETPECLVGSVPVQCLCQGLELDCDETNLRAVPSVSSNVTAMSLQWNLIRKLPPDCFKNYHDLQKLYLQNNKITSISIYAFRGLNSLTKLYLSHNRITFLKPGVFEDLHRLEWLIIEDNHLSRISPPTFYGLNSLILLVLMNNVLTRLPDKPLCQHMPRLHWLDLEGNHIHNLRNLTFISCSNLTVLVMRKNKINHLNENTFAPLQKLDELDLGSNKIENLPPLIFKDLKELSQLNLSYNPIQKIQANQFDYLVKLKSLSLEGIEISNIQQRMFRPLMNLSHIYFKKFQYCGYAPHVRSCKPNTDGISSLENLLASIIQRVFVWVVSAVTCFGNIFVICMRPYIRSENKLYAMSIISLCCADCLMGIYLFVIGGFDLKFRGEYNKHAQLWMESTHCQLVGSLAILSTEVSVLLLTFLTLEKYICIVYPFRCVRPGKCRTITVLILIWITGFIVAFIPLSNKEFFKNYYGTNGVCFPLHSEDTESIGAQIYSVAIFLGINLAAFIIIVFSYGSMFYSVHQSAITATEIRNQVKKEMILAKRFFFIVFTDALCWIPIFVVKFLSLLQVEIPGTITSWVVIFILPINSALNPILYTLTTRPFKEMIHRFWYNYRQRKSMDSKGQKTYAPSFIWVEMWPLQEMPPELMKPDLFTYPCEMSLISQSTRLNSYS
#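 cAMP rise read by TR-FRET after 30 min, 37C compound exposure (up to 58 uM) in RXFP1-transfected HEK293 cells with Ro 20174 present. EC50 from Hill-equation fits, with 29 nM porcine relaxin as 100% and buffer as basal.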
# D1 potentiator = human D1 dopamine receptor positive modulation; P21728; HEK293 TREx D1 cells, calcium flux, dopamine EC20 potentiation; potentiation, % at 10 µM; 0.036% of 360,000 active; AID 504651; in the data active = potentiation above about 30%; also: 0% is about no effect
# D1 ag = human D1 receptor agonism; AID 504660; 1% of 360,000 active; HEK293 T-REx D1 cells, calcium flux, agonist mode; activation, % at 2 µM; P21728; in the data active = activation above about 30%; also: 0% is about no effect
#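 Agonism was scored from calcium flux recorded over 180 s (1 read/s) after pintool compound addition, following a 10-cycle baseline. Cells were inducible force-coupled HEK293 TREx D1, plated overnight at 30 C and loaded with no-wash calcium dye.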
# Vif-A3G inh = inhibitors of Vif-APOBEC3G interaction; HeLa A3G-eYFP + Vif (tagged APOBEC3G with the HIV-1 protein that degrades it), YFP fluorescence, overnight; AID 602310; 0.076% of 410,000 active; Potency, µM (titrated, usually from 46.1 µM), without a hit: top-dose activity, negative = active, most hits filed as inhibitors; Q9HC16;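 also: potency is read from the fitted curve at half-maximal effect; % is scaled to controls: 0 for no effect and ±100 for the full control effect; nearly all actives have a fitted effect of over 60% in size; hits raise eYFP signal because A3G escapes Vif-driven loss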
#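 Read-out is eYFP fluorescence (Ex 488/Em 500-530) from Vif-expressing HeLa A3G-eYFP cells; more signal means A3G escaped Vif-mediated degradation. Cells plated overnight, compound pinned in, incubated overnight at 37 deg C.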
# Vif-APOBEC3F blk = Vif-A3F binding inhibition. HeLa A3F-eYFP + Vif (tagged APOBEC3F with the HIV-1 protein that degrades it), YFP fluorescence increase. Potency, µM (doses to about 46.1 µM), inactives show at the top dose activity, negative = active. 0.2% of 390,000 active. AID 602313; also: potency is read from the fitted curve at half-maximal effect; % of control where 0% means no effect; nearly all actives have a fitted effect of over 65% in size
#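 HeLa cells stably expressing Vif plus C-terminally eYFP-tagged A3F were seeded, incubated overnight at 37 deg C, dosed with compound, incubated overnight again at 37 deg C. Yellow fluorescence (Ex 488/Em 500-530) reported blocked Vif-mediated A3F-eYFP degradation.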
# GRP78 ERSR act = induces the endoplasmic reticulum stress response in human glioma cells | U87-MG GRP78 promoter luciferase reporter, 16 h | Potency, µM, without a hit: at the highest dose activation, usual class: activators | 0.02% of 420,000 active | AID 602332; also: potency is read from the fitted curve at half-maximal effect; series mostly up to about 76 µM; % of control where 0% means no effect; nearly all actives have a fitted effect of over 35% in size
#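 Stably transfected U87-MG glioma cells carrying a GRP78-based luciferase sensor; 16 h compound incubation. Luminescence end-point read 10 min after Bright-Glo addition at room temperature.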
# * hit, by the source's call; . = no result given; & = joins results of further samples. Unless noted, calls follow the shape of the dose curve; as a rule, active = well fitted curve in the direction sought with a large enough effect; inconclusive = small, poorly fitted or top-dose-only effect, or another doubt; inactive = no such curve, though single readings can be large; an effect the other way counts as inactive or inconclusive.
No.	canonical_smiles	GRP78 ERSR act	D1 potentiator	D1 antag	D1 ag	LDHA inh
1	CCCCC[C@H]1CN(Cc2ccccc2)C(=O)[C@@H]1CC(=O)NCc1ccc(OC)cc1	-4%&-4%	-4	15	-1	1
2	CCOC(=O)C1(Cc2cccc(Cl)c2)CCCN(C(=O)c2cc(C)on2)C1 (stereo not drawn)	3%	-13	-1	1	-7
3	S=c1[nH]nc(Cc2sc(-c3ccccc3)nc2-c2ccccc2)o1	11%	-3	-9	1	-6
4	Cc1cccc(CC(=O)NC2CC(=O)N(c3cccc(F)c3)C2)c1 (stereo not drawn)	-1%	-1	.	-3	-5
5	CC(C)N(C(=O)CSc1nnnn1C1CCCC1)C(C)C	-2%	1	7	3	1
6	COc1cc(OC)cc(N(C(=O)c2ccco2)C(C(=O)NC2CCCC2)c2ccc(N(C)C)cc2)c1 (stereo not drawn)	-3%	-3	19	5	1
7	CCCc1ccc(OCc2ccc(C(=O)NCc3cccnc3)o2)c(OC)c1	14%	-2	-18	6	-1
8	Cc1ccc(NC(=O)COC(=O)c2ccc(CN3CCCC3=O)cc2)c(Cl)c1	1%	.	-44*	13	-5
9	CN(C)CCSc1nc(-c2ccccc2)nc2c1CCCC2	-4%	2	5	3	-5
10	COc1ccc2oc(C(=O)OCC(=O)N(C)C3CCCCC3)c(C)c2c1	-3%	-3	-13	4	1

No.	RXFP1 ag	D2 potentiator	Vif-APOBEC3F blk	Vif-A3G inh
1	-0.8%	1	6%	-1%&0%
2	2.4%	-6	12%	0%
3	15%	-4	6%	-7%
4	-0.1%	13	1%	-8%
5	0.5%	19	4%	-5%
6	0.3%	-4	.	-1%
7	-1.7%	-11	-19%	2%
8	0.6%	0	1%	-1%
9	5.1%	-1	2%	-1%
10	0.1%	2	-1%	-2%

# Further structures follow:
No.	canonical_smiles	GRP78 ERSR act	D1 potentiator	D1 antag	D1 ag	LDHA inh
11	N=C1C(c2nc3ccccc3[nH]2)=C(O)CN1NC(=O)c1c[nH]c2ccccc12	-4%	-7	-22	1	-1
12	CCc1ccc(NC(=O)CC2NCCNC2=O)cc1 (stereo not drawn)	5%	4	-13	1	-5
13	CCOC(=O)C1=NN(N=O)C2(CC(=O)N(c3cc(C)cc(C)c3)C2=O)C1 (stereo not drawn)	-2%	-3	.	1	1
14	CCS(=O)(=O)N1Cc2ccccc2CC1C(=O)Nc1nnc(SCc2ccc(F)cc2)s1 (stereo not drawn)	-2%	0	8	5	-1
15	COC(=O)c1c(NC(=O)COC(=O)C2CCC2)sc(C)c1C	-6%	1	-7	1	3
16	COc1ccc(C(CNC(=O)CNC(=O)c2cccc(C)c2)N2CCCCC2)cc1 (stereo not drawn)	-5%	.	.	.	-3
17	COc1c(C)cc(C(=O)C2CCCN(C(=O)c3ccoc3)C2)cc1C (stereo not drawn)	4%	-9	-13	0	-7
18	COc1ccc(C)cc1NS(=O)(=O)c1ccc2c(c1)N(C(C)=O)CCO2	-2%	2	2	5	0
19	Cc1ccc(C)c(CN2C(=O)CSc3ccc(C(=O)NCCN4CCOCC4)cc32)c1	0%	.	-5	6	-9
20	Cc1ncc(CO)c2c1OC(C)(C)OC2	-2%	-2	-11	1	-15

No.	RXFP1 ag	D2 potentiator	Vif-APOBEC3F blk	Vif-A3G inh
11	-1.2%	.	-3%	0%
12	0.0%	-8	1%	1%
13	1.4%	-2	0%	1%
14	0.9%	2	1%	1%
15	-0.6%	-4	-9%	-1%
16	.	.	0%	1%
17	-1.7%	6	-13%	4%
18	-1.0%	-13	-2%	-5%
19	0.7%	-6	15%	-5%
20	0.5%	.	-1%	-3%

# Following part
No.	canonical_smiles	GRP78 ERSR act	D1 potentiator	D1 antag	D1 ag	LDHA inh
21	Cc1ccc2c(c1)-c1c(c(C(=O)N3CCN(c4cc(Cl)ccc4C)CC3)nn1C)CS2	-4%	1	5	0	-3
22	Cc1cc(=O)oc2cc(OCC(=O)N3CCCC3)c(Cl)cc12	-4%	-4	-15	2	-2&9
23	CCCCNC(=O)Cn1c(=O)n(C)c2ccccc21	2%	2	-2	1	-5
24	O=[N+]([O-])c1ccccc1Oc1ccc(C(F)(F)F)cn1	0%	2	2	1	-6
25	O=C(NCc1ccccc1)c1cc(Sc2cccc(Cl)c2)nc2ccccc12	-3%	-2	-6	5	-9
26	Cc1cccc(NC(=O)CCN2C(=O)C3C4CCC(C4)C3C2=O)c1C (stereo not drawn)	-4%	2	-5	1	-17
27	Cc1cc(NC(=O)c2c(F)cccc2F)n(-c2nc3ccccc3[nH]2)n1	-2%	-6	5	1	0
28	CCN(CC)c1ccc(-n2nc3cc(C)c(NC(=O)c4ccccc4C)cc3n2)c(C)c1	-2%	-5	-3	2	13
29	Cc1cc(N2CCOCC2)nc(-c2ccc(Br)cc2)n1	4%	-8	-19	1	-7
30	c1coc(CN2CCN(C(c3cccs3)c3nnnn3C3CCCC3)CC2)c1 (stereo not drawn)	-2%	-4	-4	0	0

No.	RXFP1 ag	D2 potentiator	Vif-APOBEC3F blk	Vif-A3G inh
21	0.6%	1	-26%	5%
22	-0.4%	1	-9%	0%
23	0.5%	14	0%	1%
24	0.5%	0	0%	-4%
25	3.5%	-2	-11%	-3%
26	3.7%	1	0%	0%
27	2.5%	4	-2%	2%
28	28%	14	-19%	-14%
29	0.9%	2	-6%	-5%
30	0.6%	-15	-11%	-1%

# (cont.)
No.	canonical_smiles	GRP78 ERSR act	D1 potentiator	D1 antag	D1 ag	LDHA inh
31	CC(C)CCNC(=O)C1CCCN1C(=O)NC1CCCCC1 (stereo not drawn)	0%	-6	-1	0	-9
32	N=c1ccn(Cc2ccc(Cl)c(Cl)c2)cc1	-5%	-7	4	1	-2
33	CC1=CC2(C)C(C3C(C)=CC2(C)C(=O)C3(C)O)C(C)(O)C1=O (stereo not drawn)	0%	.	.	.	-4
34	N#Cc1cc2ccccc2n2nnnc12	-3%	13	3	9	-2
35	CC(C)c1ccc2oc(-c3cc(N)ccc3O)nc2c1	-3%	1	-1	0	0&-20&3
36	CNC(=S)N(CCc1c(C)[nH]c2ccccc12)Cc1ccco1	2%	-10	-38*	4	-1
37	CC(C)=CC(=O)Nc1ccc2c(c1)OCO2	-4%	-6	-6	0	-4
38	C[n+]1c(-c2ccccc2)cc2c(=Cc3ccc([N+](=O)[O-])cc3)c3ccccc3n21	-8%	.	.	.	30
39	O=C(CCCCC(=O)NCCc1ccccc1)NCCc1ccccc1	2%	6	12	-1	-3
40	O=C(O)c1ccc(COCC(F)(F)C(F)F)o1	-9%	2	6	0	-5

No.	RXFP1 ag	D2 potentiator	Vif-APOBEC3F blk	Vif-A3G inh
31	0.0%	-3	-4%	0%
32	-2.5%	.	7%	-3%
33	.	.	1%	-1%
34	0.7%	24	1%	0%
35	0.3%	3	-3%	-1%
36	-0.4%	3	-1%	-12%
37	1.7%	15	-1%	1%
38	.	.	3%	-9%
39	0.2%	-4	-6%	-1%
40	-2.2%	-3	-5%	-2%

# The results go on.
No.	canonical_smiles	GRP78 ERSR act	D1 potentiator	D1 antag	D1 ag	LDHA inh
41	O=C(Nc1ccc(CN2CCOCC2)cc1)c1ccc2ccccc2c1	1%	-6	-2	12	-7
42	COc1ccc(-c2cc(-c3ccc(C)cc3)n[nH]2)c(O)c1	7%	-4	-17	4	1
43	O=c1c2[nH]c3ccccc3c2ncn1C1CCCCC1	1%	1	0	7	-6
44	COc1cccc(NC(=O)CN(C)S(=O)(=O)c2ccc3c(c2)CCC(=O)N3)c1	-3%	-6	0	0	1
45	NS(=O)(=O)c1ccc(CNC(=S)Nc2ccc(F)c(Cl)c2)cc1	-4%	-3	-9	7	-5
46	Cn1cc(Br)c(C(=O)n2cc(Br)cn2)n1	-2%	7	4	2	-6
47	CCOC(=O)c1ccccc1NC(=O)CSc1ccc(-c2cccnc2)nn1	-1%	-3	5	-3	-1
48	CCN(C(=O)C(C)OC(=O)c1nn(-c2ccccc2C(F)(F)F)cc1O)c1ccccc1 (stereo not drawn)	-4%	.	.	.	-6
49	CC(C)(C)NS(=O)(=O)c1ccc(NC(=O)C(Sc2ccccc2)c2ccccc2)cc1 (stereo not drawn)	-5%	2	-10	7	0
50	CN(C)CCSc1nnc2sc3ccccc3n12	-3%	-1	-7	-1	-5
51	Cc1ccc(S(=O)(=O)N2CCN=C2c2ccccc2)cc1C	-3%	-3	-10	0	-3
52	Cc1cccc(C(=O)NC(NCc2ccco2)C(Cl)(Cl)Cl)c1 (stereo not drawn)	2%	-8	-1	4	2

No.	RXFP1 ag	D2 potentiator	Vif-APOBEC3F blk	Vif-A3G inh
41	-0.2%	-13	-6%	2%
42	0.4%	-4	1%	-1%
43	-0.3%	-3	-3%	-1%
44	4.6%	1	-9%	2%
45	2.3%	-23	-1%	1%
46	-0.3%	-3	-13%	-3%
47	-2.1%	-1	2%	-2%
48	.	.	3%	0%
49	0.6%	16	-12%	1%
50	5.4%	-8	10%	2%
51	0.6%	8	.	0%
52	1.7%	10	2%	-6%

# 5 structures out of the list, arranged by formula weight, high to low.
No.	canonical_smiles	GRP78 ERSR act	D1 potentiator	D1 antag	D1 ag	LDHA inh
47	CCOC(=O)c1ccccc1NC(=O)CSc1ccc(-c2cccnc2)nn1	-1%	-3	5	-3	-1
52	Cc1cccc(C(=O)NC(NCc2ccco2)C(Cl)(Cl)Cl)c1 (stereo not drawn)	2%	-8	-1	4	2
41	O=C(Nc1ccc(CN2CCOCC2)cc1)c1ccc2ccccc2c1	1%	-6	-2	12	-7
46	Cn1cc(Br)c(C(=O)n2cc(Br)cn2)n1	-2%	7	4	2	-6
43	O=c1c2[nH]c3ccccc3c2ncn1C1CCCCC1	1%	1	0	7	-6

No.	RXFP1 ag	D2 potentiator	Vif-APOBEC3F blk	Vif-A3G inh
47	-2.1%	-1	2%	-2%
52	1.7%	10	2%	-6%
41	-0.2%	-13	-6%	2%
46	-0.3%	-3	-13%	-3%
43	-0.3%	-3	-3%	-1%

# This is a subset. The share of hits here may be higher or lower than overall.
